Screening results: PubChem, The Scripps Research Institute Molecular Screening Center
M5 ag: agonists of human muscarinic M5 receptor (CHRM5); CHO-K1 hM5 cells, Fluo-8 calcium fluorescence; 0% DMSO wells, 100% maximal acetylcholine response; activation, % at 3 µM; 360,000 tested, 0.19% active; AID 624037;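 active = activation above the run's mean over test compounds plus 3 SD, cut at about 23% in these data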;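 also: signal is peak over basal fluorescence ratio across the kinetic read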
Target sequence (P08912 whole entry, looked up): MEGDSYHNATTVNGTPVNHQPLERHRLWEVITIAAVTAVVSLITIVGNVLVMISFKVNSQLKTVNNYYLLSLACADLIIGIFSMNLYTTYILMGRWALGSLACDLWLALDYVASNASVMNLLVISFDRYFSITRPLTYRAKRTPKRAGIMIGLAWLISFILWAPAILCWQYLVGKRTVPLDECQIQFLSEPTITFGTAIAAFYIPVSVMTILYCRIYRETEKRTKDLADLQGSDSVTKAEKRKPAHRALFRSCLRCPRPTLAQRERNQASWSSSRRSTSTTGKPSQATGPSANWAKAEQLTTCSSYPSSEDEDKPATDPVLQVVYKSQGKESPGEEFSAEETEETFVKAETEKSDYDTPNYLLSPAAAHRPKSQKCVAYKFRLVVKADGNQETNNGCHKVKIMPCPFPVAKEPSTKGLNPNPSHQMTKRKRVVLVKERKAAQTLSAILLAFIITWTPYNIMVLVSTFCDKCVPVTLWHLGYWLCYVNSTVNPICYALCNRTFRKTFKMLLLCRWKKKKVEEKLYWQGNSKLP
CHO-K1 Ca antag: counter-screen for M1 antagonists: effect in parental CHO-K1 cells | ATP-induced calcium, Fluo-8 fluorescence | inhibition, % at 3 µM | 360,000 tested, 0.6% active | AID 602250;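 active = inhibition above a per-plate cutoff, the plate's mean sample inhibition plus 3 SD, cut at about 24% in these data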;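 also: 0% = DMSO plus EC80 ATP and 100% = DMSO alone without ATP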
M1 PAM parental: counter-screen for M1 PAMs: effect in parental CHO-K1 cells | ATP EC20, Fluo-8 calcium fluorescence; 0% at ATP EC20, 100% at ATP max | activation, % at 3 µM | 360,000 tested, 0.02% active;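 active = activation above the run cutoff, the mean activation of all test compounds plus 3 SD, cut at about 40% in these data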;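 also: peak over basal fluorescence ratio in a 140 s read after ATP addition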
M1 ag parental: M1 agonist counterscreen hit in parental CHO-K1 cells; AID 602248; Fluo-8 calcium fluorescence; scaled to maximal ATP response, vehicle zero; 360,000 tested, 0.48% active; activation, % at 3 µM; in the data active = activation above about 15%;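 also: untransfected CHO-K1 host cells lacking M1 receptor as counterscreen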
M4 ag: agonists of human muscarinic M4 receptor (CHRM4) | CHO-K1 hM4/Gqi5, Fluo-8 calcium fluorescence; vehicle 0%, full acetylcholine response 100% | activation, % at 3 µM | AID 624127 | P08173 | 360,000 tested, 0.14% active;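 active = activation above the run mean over all test wells plus 3 SD, cut at about 32% in these data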;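 also: peak over basal fluorescence ratio per well then scaled between controls; 0% = DMSO wells and 100% = acetylcholine at EC100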
Target sequence (P08173 whole entry, looked up): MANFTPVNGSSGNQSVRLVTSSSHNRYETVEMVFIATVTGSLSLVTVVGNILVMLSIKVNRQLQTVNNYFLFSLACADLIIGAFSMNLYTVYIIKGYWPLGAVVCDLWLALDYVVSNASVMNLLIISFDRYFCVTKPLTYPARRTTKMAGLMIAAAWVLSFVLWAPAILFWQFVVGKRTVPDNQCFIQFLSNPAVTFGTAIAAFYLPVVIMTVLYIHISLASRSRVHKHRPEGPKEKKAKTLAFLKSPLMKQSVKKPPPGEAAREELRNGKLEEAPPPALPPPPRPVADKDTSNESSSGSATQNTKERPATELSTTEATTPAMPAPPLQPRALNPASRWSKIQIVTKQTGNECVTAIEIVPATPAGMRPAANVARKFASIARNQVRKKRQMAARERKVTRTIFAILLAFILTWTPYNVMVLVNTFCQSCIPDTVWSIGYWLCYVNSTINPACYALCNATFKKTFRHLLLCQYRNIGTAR
M4 antag: blocks acetylcholine activation of human M4 receptor | P08173 | CHO-hM4 cells, ACh EC80, Fluo-8 calcium fluorescence | inhibition, % at 3 µM | 360,000 tested, 0.73% active | AID 624125;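 active = inhibition above its plate's cutoff, the mean inhibition of sample wells plus 3 SD, cut at about 27% in these data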;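 also: 0% = acetylcholine EC80 with DMSO and 100% = DMSO without agonist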
CHRM4 PAM: CHRM4 positive allosteric modulation. CHO-K1 hM4/Gqi5, Fluo-8 calcium fluorescence, ACh EC20; 0% = ACh EC20, 100% = maximal ACh. activation, % at 3 µM. 360,000 tested, 0.4% active. P08173;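 active = activation above its plate's cutoff, the mean activation of sample wells plus 3 SD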; also: some results filed as inactive read as strong as hits
M5 antag: CHRM5 antagonism in calcium assay | CHO-hM5 cells, Fluo-8 calcium fluorescence, ACh EC80 | inhibition, % at 3 µM | 360,000 tested, 0.59% active;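 active = inhibition above a per-plate cutoff, the mean of that plate's test compounds plus 3 SD, cut at about 27% in these data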;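 also: 0% = acetylcholine EC80 with DMSO and 100% = DMSO without agonist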
M5 PAM: positive allosteric modulators of human muscarinic M5 receptor; AID 624038; 360,000 tested, 0.3% active; activation, % at 3 µM; CHO-K1 hM5, Fluo-8 calcium, ACh EC20 PAM; 0% = ACh EC20, 100% = ACh EC100;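 active = activation above the run cutoff, the mean activation of all test compounds plus 3 SD, cut at about 18% in these data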
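Probe or stimulus: acetylcholine, EC20 level; Assay system: human M5 receptor in CHO-K1 cells; Schedule: compound preincubation 140 s before EC20 acetylcholine addition; Technique: intracellular calcium via Fluo-8 fluorescence; Dosing: single-point, 3 µM nominal; Read-out basis: percent activation from peak-over-basal fluorescence ratio, scaled EC20-to-EC100 acetylcholine; Repeats: one well per compound, no replicates.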
The depositor's hits bear a star.

SMILES	M5 ag	CHO-K1 Ca antag	M1 PAM parental	M1 ag parental	M4 ag	M4 antag	CHRM4 PAM	M5 antag	M5 PAM
Nc1nnc(SCC(=O)N2CCN(c3ccccc3)CC2)n1-c1ccccc1	2	8	1	0.0	1	4	-5	8	-3
CC1CCC(NC(=O)Cn2c3c(c(-c4ccccc4Cl)cc2=O)CCC3)CC1 (stereo unspecified)	-3	-7	15	1.0	3	-37	6	-10	1
COc1ccc(-c2cnc(OC(C)(C)C)nc2OC(C)(C)C)cc1OC	-2	-12	11	0.1	1	2	1	4	5
Cc1c(-c2ccccc2)n[nH]c1C(=O)N=Nc1c(O)[nH]c2ccccc12	-3	-12	28	1.2	3	-7	0	-1	-4
CCOC(=O)CC1(C)NC(C(=O)O)C(C)(C)S1 (stereo unspecified)	-1	-7	3	0.4	0	-5	4	7	6
CCOC(=O)NC(NCC(O)c1ccccc1)(C(F)(F)F)C(F)(F)F (stereo unspecified)	0	-9	26	0.8	1	4	2	-3	3
Cn1c(=O)c2c(ncn2CC(=O)NC[C@H]2O[C@@H](n3cnc4c(N)ncnc43)[C@H](O)[C@@H]2O)n(C)c1=O	0	-1	-3	0.7	0	-19	5	5	-4
COCCN1Cc2cccc(C(=O)NCc3ccccc3OC)c2C1=O	-7	-3	1	-0.1	2	-8	-2	2	5
Cc1ccc(CNC(=O)COC(=O)c2cccnc2Cl)cc1	0	-9	-1	0.1	0	-4	4	2	0
Cc1ccc(-n2c(SCC(=O)NCc3ccco3)nc3c(sc4ccccc43)c2=O)cc1	-2	-19	22	3.8	7	10	-25	6	-9
O=C(CN1CCc2ccccc2C1)c1cccs1	-2	3	-1	0.0	2	-4	4	-7	0
CCOc1ccc(NC(=O)CCC(=O)NNC(=O)Nc2cccc(Cl)c2)cc1	2	-18	10	0.4	1	1	4	-6	8
CC(=O)Nc1cc(NC(C)=O)cc(C(=O)OCC(=O)c2ccc3c(c2)OCO3)c1	-4	13	1	-0.3	0	-5	-7	-10	11
CCCN1CC(=O)N2C(c3cccc(OC)c3OC)c3[nH]c4ccccc4c3C[C@H]2C1=O (stereo partly specified)	-1	-9	11	2.4	2	-6	2	8	0
Nn1cc(-c2ccccc2)nc1SCC(=O)NCC1CCCO1 (stereo unspecified)	0	-13	23	0.5	1	1	2	4	4
C#CC1(NC(=O)N(C)C)CCCCC1	2	0	5	-0.1	2	-7	14	-16	12
CN(C)c1nc(OCCNC(=O)COc2ccc(Cl)cc2Cl)nc(N2CCOCC2)n1	0	-2	8	0.1	0	1	1	-2	-3
O=C1CCCc2[nH]c3cccc(/C(=C/c4ccccc4)c4ccccc4)c3c21	1	2	-10	-0.3	-1	-6	8	3	-6
Cc1ccc(S(=O)(=O)NCC(=O)OCC(=O)Nc2cccc(S(=O)(=O)N3CCOCC3)c2)cc1	-3	-11	-9	0.9	4	-24	-1	3	-6
N/C(=N\OS(=O)(=O)c1ccc2ccccc2c1)c1cccnc1	-2	-6	12	-0.2	1	-8	7	5	-5
CC1(C)NC(=O)N(CC(=O)OCC(=O)NC(=O)c2ccccc2)C1=O	3	0	11	2.8	1	-5	3	-11	6
COc1ccccc1NS(=O)(=O)c1cccc(C(=O)N/N=C/c2ccc(OCC(=O)O)cc2)c1	0	-14	27	0.3	2	8	-2	7	3
COc1cc2cc[n+](Cc3ccc([N+](=O)[O-])cc3)cc2cc1OC	0	-2	-5	-0.4	2	-16	-1	0	16
CCOC(=O)c1cc(-c2csc(N/N=C/c3ccccc3Cl)n2)on1	-5	2	10	0.6	1	5	-3	18	-8
Cn1c(=O)c2cc(S(=O)(=O)NCCC(=O)NCC3CCCO3)ccc2n(C)c1=O (stereo unspecified)	1	1	9	-0.3	1	1	-1	-2	-3
CCOCCCNC(=O)Cc1cc(=O)[nH]c(=O)[nH]1	1	-10	14	0.6	0	-16	3	-3	0
CNC(=S)/N=C(\Nc1ccc(C)cc1)c1ccccc1	0	-10	3	0.4	0	6	-8	4	-10
Cc1ccc(NC(=O)CSc2nc3ccccc3c3nc(CCn4cncc4C)nn23)c(C)c1	-4	-2	20	0.6	2	2	4	-1	0
CC(C)CN(C(=O)c1ccco1)c1nc2ccccc2s1	-3	7	-12	-0.5	1	-1	9	-3	-1
COc1ccc(OC)c(C(C(=O)NCc2ccco2)N(C(=O)Cn2nnc3ccccc32)C(C)C)c1 (stereo unspecified)	-2	-10	6	-0.1	0	-4	6	2	-2
C#CC[N+](C)(C)CCN1C(=O)C2C(c3ccccc3)C=CC(c3ccccc3)C2C1=O (stereo unspecified)	-3	-10	24	1.6	2	-1	3	-15	5
COc1ccc(CCNC(=O)NS(=O)(=O)c2ccc(C)cc2)cc1OC	-1	-11	14	0.9	1	0	4	10	1
O=Cc1c(NCCN2CCOCC2)c2ccccc2[nH]c1=O	0	6	2	0.2	0	8	-4	2	-5
CN(CC(=O)Nc1ccc(N2CCOCC2)cc1)C(=O)CC(c1ccccc1)c1ccccc1	-4	-10	7	0.6	1	-10	-5	1	-7
CN(CCc1ccccc1)C(=O)c1ccc(NC(=O)Cc2ccc(NC(=O)C3CCN(C(=O)C4CC4)CC3)cc2)cc1	-1	-5	5	0.2	0	-17	3	-2	-3
CC(=O)NC(C)(c1ccccc1)c1nc(-c2cccc(F)c2)cs1 (stereo unspecified)	-2	5	-6	0.0	2	-9	2	-10	-3
Cc1cc(C(=O)NCCC(C)C)c2ccccc2n1	-5	-10	9	0.6	1	0	6	3	5
O=C(O)CC(SCC(=O)Nc1ccccc1)C(=O)O (stereo unspecified)	1	-7	24	0.6	0	-12	22*	-2	6
CC(=O)Nc1cccc(-c2ccnc3c2CC(C(=O)Nc2ccccc2)O3)c1 (stereo unspecified)	3	-16	23	4.8	11	-15	0	3	-2
C=CCn1c(=N)n(CC(=O)OCC)c2ccccc21	1	-8	6	-0.2	0	-3	29	4	10

In another format: entries from further up.
Structure | M5 ag | CHO-K1 Ca antag | M1 PAM parental | M1 ag parental | M4 ag | M4 antag | CHRM4 PAM | M5 antag | M5 PAM
CN(CCc1ccccc1)C(=O)c1ccc(NC(=O)Cc2ccc(NC(=O)C3CCN(C(=O)C4CC4)CC3)cc2)cc1 | -1 | -5 | 5 | 0.2 | 0 | -17 | 3 | -2 | -3
CC(=O)NC(C)(c1ccccc1)c1nc(-c2cccc(F)c2)cs1 (stereo unspecified) | -2 | 5 | -6 | 0.0 | 2 | -9 | 2 | -10 | -3

More results follow.
SMILES	M5 ag	CHO-K1 Ca antag	M1 PAM parental	M1 ag parental	M4 ag	M4 antag	CHRM4 PAM	M5 antag	M5 PAM
CC(C)(CNC(=O)c1cccc(S(=O)(=O)N2CCCCC2)c1)N1CCOCC1	1	7	11	0.0	0	-7	2	-9	7
Cc1cccc(NC(=O)NNC(=O)c2c(Cl)c(C)nn2C)c1	2	3	2	1.3	1	5	17	-1	-2
COc1ccccc1N1C(=O)c2ccc(C(=O)Nc3nccs3)cc2C1=O	5	12	-12	2.8	7	5	-7	0	0
CCn1nnc(-c2ccc(N)cc2)n1	-2	-6	19	0.5	3	-8	-4	1	-1
Cc1ccccc1CN(c1ccc(C(=O)NCc2ccccn2)cc1)S(C)(=O)=O	4	-9	19	2.5	4	-2	4	8	-5
CCCCCCCCCCCCCCCC(=O)NCCc1c[nH]c2ccccc12	3	-2	19	-0.7	1	-26	11	2	2
Nc1cc(Cl)nc(N/N=C/c2ccc([N+](=O)[O-])cc2)n1	4	-1	11	2.7	8	-7	-5	6	-9
CC(Oc1ccc2c(-c3ccccc3)cc(=O)oc2c1)C(=O)NCCCn1ccnc1 (stereo unspecified)	-2	-6	6	3.2	7	-17	-5	7	-5
COc1ccc(OCC(=O)OCC(=O)NCc2ccco2)cc1	1	-3	16	0.1	0	-1	10	-5	-2
CCOc1ccc(-n2cnnn2)cc1S(=O)(=O)N1CCC(C)CC1C (stereo unspecified)	-7	-16	27	1.4	1	6	2	-1	1
CCC(C(=O)NC(C)(C)C)N(C(=O)Cn1nnc(-c2ccccc2F)n1)c1cnc2ccccc2c1 (stereo unspecified)	0	-6	7	-0.1	1	12	1	3	6
CCCCCCCCCCOC(=O)Cn1c(COc2ccc(C)cc2)[n+](C)c2ccccc21	-25	15	16	14	-1	21	-8	16	-17
Oc1ccc(/C=C/c2ccc3cccc(O)c3n2)cc1Br	-1	-1	-6	2.6	8	-14	-3	5	-2
CCC(C(=O)NCc1cccnc1)n1nc(C)n2c(cc3occc32)c1=O (stereo unspecified)	-4	-2	7	-0.4	0	11	-5	-2	2
COCCn1c(-c2ccc(OC(F)(F)C(F)C(F)(F)F)cc2)nc2c1c(=O)[nH]c(=O)n2CC(C)C (stereo unspecified)	-5	-3	0	-0.1	-3	-1	-2	9	-11
O=S(=O)(NOCc1ccc(Cl)cc1)c1ccc(Cl)cc1	-7	-6	-26	-0.2	-1	-4	-6	1	-6
O=C(CN(Cc1ccccc1Cl)C(=O)CN1C(=O)CSc2ccccc21)NC1CC1	2	0	-22	4.3	12	1	-9	12	-8

Of the compounds above, these contain an aryl methoxy group:
SMILES	M5 ag	CHO-K1 Ca antag	M1 PAM parental	M1 ag parental	M4 ag	M4 antag	CHRM4 PAM	M5 antag	M5 PAM
COc1ccc(-c2cnc(OC(C)(C)C)nc2OC(C)(C)C)cc1OC	-2	-12	11	0.1	1	2	1	4	5
COCCN1Cc2cccc(C(=O)NCc3ccccc3OC)c2C1=O	-7	-3	1	-0.1	2	-8	-2	2	5
CCCN1CC(=O)N2C(c3cccc(OC)c3OC)c3[nH]c4ccccc4c3C[C@H]2C1=O (stereo partly specified)	-1	-9	11	2.4	2	-6	2	8	0
COc1ccccc1NS(=O)(=O)c1cccc(C(=O)N/N=C/c2ccc(OCC(=O)O)cc2)c1	0	-14	27	0.3	2	8	-2	7	3
COc1cc2cc[n+](Cc3ccc([N+](=O)[O-])cc3)cc2cc1OC	0	-2	-5	-0.4	2	-16	-1	0	16
COc1ccc(OC)c(C(C(=O)NCc2ccco2)N(C(=O)Cn2nnc3ccccc32)C(C)C)c1 (stereo unspecified)	-2	-10	6	-0.1	0	-4	6	2	-2
COc1ccc(CCNC(=O)NS(=O)(=O)c2ccc(C)cc2)cc1OC	-1	-11	14	0.9	1	0	4	10	1
COc1ccccc1N1C(=O)c2ccc(C(=O)Nc3nccs3)cc2C1=O	5	12	-12	2.8	7	5	-7	0	0
COc1ccc(OCC(=O)OCC(=O)NCc2ccco2)cc1	1	-3	16	0.1	0	-1	10	-5	-2
